GSTO1 counter: inhibitors of recombinant GSTO1, primary screen, counter-screen for RBBP9 inhibitor project, biochemical, fluorescence polarization. inhibition, % at 5.96 µM. activity-based probe fluorescence polarization. 300,000 tested, 1.1% active. Glutathione S-transferase omega-1 (Homo sapiens), P78417;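 active means inhibition above the campaign mean inhibition plus 3 SD, cut at about 35% in these data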;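 further: 0% = GSTO1-1 with DMSO and 100% = wells lacking GSTO1-1 enzyme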
Target sequence (P78417 whole entry, looked up): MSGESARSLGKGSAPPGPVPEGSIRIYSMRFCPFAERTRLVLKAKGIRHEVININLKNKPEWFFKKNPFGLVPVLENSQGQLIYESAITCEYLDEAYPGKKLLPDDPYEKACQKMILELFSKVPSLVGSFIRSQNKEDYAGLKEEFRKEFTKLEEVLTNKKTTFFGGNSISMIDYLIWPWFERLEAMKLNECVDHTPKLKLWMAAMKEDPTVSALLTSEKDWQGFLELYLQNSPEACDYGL
PAD4 FP inh: human PAD4 inhibitors, primary screen, biochemical, fluorescence polarization, 1536-well format; Protein-arginine deiminase type-4 (Homo sapiens), Q9UM07; recombinant PAD4, RCA probe fluorescence polarization; inhibition, % at 6.36 µM; 330,000 tested, 0.41% active; AID 485272, 2010;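 active means percent inhibition above a cutoff equal to the mean of all tested compounds plus 3 SD, cut at about 15% in these data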;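 further: 0% = PAD4 with RCA probe and DMSO and 100% = probe without PAD4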
LYPLA1 counter: LYPLA1 inhibitors, primary screen, counter-screen for PME1 inhibitor project, biochemical, fluorescence polarization, FP-Rh probe ABPP; Acyl-protein thioesterase 1 (Homo sapiens), O75608; recombinant LYPLA1; inhibition, % at 5.9 µM; 320,000 tested, 0.16% active;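 active means inhibition above the mean of all tested compounds plus 3 SD, set per campaign, cut at about 14% in these data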;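 further: inhibitors block serine hydrolase probe labeling of LYPLA1 so polarization falls; 0% = enzyme with DMSO and 100% = wells lacking LYPLA1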
Target sequence (O75608 whole entry, looked up): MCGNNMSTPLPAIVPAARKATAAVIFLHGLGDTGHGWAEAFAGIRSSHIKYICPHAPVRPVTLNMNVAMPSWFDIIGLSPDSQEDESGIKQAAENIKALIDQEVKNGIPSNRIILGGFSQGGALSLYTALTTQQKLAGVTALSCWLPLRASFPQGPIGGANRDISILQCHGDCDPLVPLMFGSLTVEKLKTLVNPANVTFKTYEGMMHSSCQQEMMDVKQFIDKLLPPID
PME-1 primary: PME-1 inhibitors via competitive probe labeling, primary screen, biochemical, fluorescence polarization, FP-Rh probe, HTS; Protein phosphatase methylesterase 1 (Homo sapiens), Q9Y570; 320,000 tested, 0.53% active; inhibition, % at 5.9 µM; recombinant PME-1; AID 2130, 2009;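 active means inhibition above the campaign mean of all compounds plus 3 SD, cut at about 26% in these data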;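 further: competitive labeling of PME-1 active site by serine hydrolase directed probe; 0% = PME-1 with DMSO and 100% = wells lacking PME-1 enzyme; inhibitors block probe labeling so polarization falls and inhibition rises; many of its hits are not listed in these tables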
Fam108B counter: mouse Fam108B serine hydrolase inhibitors, primary screen, counter-screen for RBBP9 inhibitor project, biochemical, fluorescence polarization; recombinant Fam108B, FP-Rh probe fluorescence polarization; inhibition, % at 9.51 µM; 300,000 tested, 0.33% active; AID 1947, 2009;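 active means inhibition above the screen mean inhibition plus 3 SD, computed separately per campaign, cut at about 18% in these data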;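 further: inhibitors lower polarization as less probe binds the enzyme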
pPAFAH FP inh: pPAFAH enzyme inhibitors, primary screen, biochemical, fluorescence polarization, human; inhibition, % at 3.39 µM; recombinant pPAFAH, FP-rhodamine probe fluorescence polarization; Platelet-activating factor acetylhydrolase (Homo sapiens), Q13093; 330,000 tested, 1.5% active;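 active means inhibition above the mean inhibition across the screen plus 3 SD, cut at about 25% in these data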;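 further: inhibitors block binding of the rhodamine activity-based probe so polarization drops; 0% = enzyme with DMSO and 100% = wells lacking pPAFAH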
PAFAH1B3 FP inh: PAFAH1B3 enzyme inhibitors, primary screen, biochemical, fluorescence polarization, human; Platelet-activating factor acetylhydrolase IB subunit alpha1 (Homo sapiens), Q15102; inhibition, % at 3.39 µM; AID 492972, 2010; 340,000 tested, 0.28% active; recombinant PAFAH1B3, FP-rhodamine probe;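 active means inhibition above the screen-wide average of all tested compounds plus 3 SD, cut at about 25% in these data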;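 further: 0% = enzyme with DMSO only and 100% = wells lacking PAFAH1B3 protein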
Target sequence (Q15102 whole entry, looked up): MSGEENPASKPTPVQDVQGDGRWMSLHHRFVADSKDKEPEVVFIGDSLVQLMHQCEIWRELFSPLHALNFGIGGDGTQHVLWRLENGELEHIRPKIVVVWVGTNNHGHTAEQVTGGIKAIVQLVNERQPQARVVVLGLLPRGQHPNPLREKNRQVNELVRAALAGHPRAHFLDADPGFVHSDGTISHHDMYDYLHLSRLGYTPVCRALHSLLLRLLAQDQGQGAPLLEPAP
PAFAH1B2 FP inh: PAFAH1B2 enzyme inhibitors, primary screen, biochemical, fluorescence polarization, human; inhibition, % at 3.39 µM; 340,000 tested, 1.2% active; Platelet-activating factor acetylhydrolase IB subunit alpha2 (Homo sapiens), P68402; AID 492953, 2010; recombinant PAFAH1B2, FP-rhodamine activity probe;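 active means inhibition above the mean of all tested compounds plus 3 SD, cut at about 24% in these data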;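 further: 0% = enzyme with DMSO and 100% = wells lacking PAFAH1B2; many of its hits are not listed in these tables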
Target sequence (P68402 whole entry, looked up): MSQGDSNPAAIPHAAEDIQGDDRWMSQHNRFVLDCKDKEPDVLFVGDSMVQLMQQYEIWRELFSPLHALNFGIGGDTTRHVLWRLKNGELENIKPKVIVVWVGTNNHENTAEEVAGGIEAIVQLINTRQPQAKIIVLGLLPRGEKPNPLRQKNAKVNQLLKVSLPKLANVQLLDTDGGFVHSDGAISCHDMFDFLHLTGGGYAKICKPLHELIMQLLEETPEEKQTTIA
PAFAH2 FP inh: PAFAH2 enzyme inhibitors, primary screen, biochemical, fluorescence polarization, human; inhibition, % at 3.39 µM; recombinant PAFAH2, FP-rhodamine activity probe; Platelet-activating factor acetylhydrolase 2, cytoplasmic (Homo sapiens), Q99487; 340,000 tested, 0.99% active;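 active means inhibition above the mean over all tested compounds plus 3 SD, cut at about 30% in these data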;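 further: inhibitors block probe labeling of enzyme so polarization drops; 0% = enzyme with DMSO and 100% = wells lacking PAFAH2 protein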
* = called active by the depositor; nt = no result given. Not all compounds are listed; the hit share may differ from the screen's.

SMILES	GSTO1 counter	PAD4 FP inh	LYPLA1 counter	PME-1 primary	Fam108B counter	pPAFAH FP inh	PAFAH1B3 FP inh	PAFAH1B2 FP inh	PAFAH2 FP inh
Cc1ccc2cccc(SCC(=O)NCC#N)c2n1	2	3	1	5	7	0	6	-4	-1
C=CCC1(N(C(C)=O)c2ccccc2)CCCCC1	3	-3	5	1	4	-5	-5	6	0
O=S(=O)(c1cccc(-c2n[nH]c(=S)n2C2CCCC2)c1)N1CCOCC1	2	2	-3	6	5	2	6	12	9
Brc1cccc(OCCN2CCOCC2)c1	-3	-1	-2	8	4	10	-3	2	4
Cc1ccc2nc(-c3ccc(NC(=O)CCS(=O)(=O)c4ccccc4)cc3)sc2c1	-7	2	-8	-8	-11	6	-4	-6	-18
Cc1nnc(NC(=O)CSc2nnc(-c3ccoc3C)n2CC(C)C)s1	-3	-2	1	-2	0	4	3	4	-4
C=CCN1C(=O)C(O)(CC(=O)c2ccccn2)c2ccccc21 (centres undefined)	8	7	-5	-9	0	-4	2	3	-3
CC1CCC(NC(=O)C2c3ccccc3C(=O)N2CCCN2CCOCC2)CC1 (centres undefined)	-2	1	-3	-9	0	6	-2	0	5
C/C(=N\NC(=O)c1cc(C)oc1C)c1ccc(N2CCOCC2)cc1	17	0	-4	-3	0	2	13	3	-2
CCN(CC)S(=O)(=O)c1cc(NC(=O)COC(=O)Cn2cnc3ccccc32)ccc1C	3	-2	0	3	-2	7	3	4	-8
CC(C)(C)OC(=O)C[C@H]1C/C=C\C[C@@H](CC(=O)N[C@H](CO)Cc2ccccc2)C(=O)NCCOC1=O	nt	1	nt	nt	nt	1	4	5	-11
CC1CCCCC1N=C1NC(C)(C)CS1 (centres undefined)	4	-5	1	1	1	-7	-3	2	5
O=C(Oc1ccccc1)n1c(=S)oc2ccccc21	-2	1	0	0	-3	1	0	0	3
CC(=O)NCc1nc2ccccc2n1Cc1ccccc1F	-8	0	0	-8	-4	5	-1	0	-2
O=C(N/N=C/c1ccc(OCc2ccccc2)cc1)c1cc[n+](Cc2ccccc2)cc1	-1	2	1	-1	-1	7	-6	2	-11
O=C(CSc1nc2ccccc2[nH]1)c1ccc2c(c1)OCO2	-3	-8	-1	-8	0	7	2	6	6
CCOc1ccccc1NC(=O)C(C)SCc1ccccc1 (centres undefined)	-2	1	-3	6	-1	3	6	3	0
CC(=O)Oc1ccccc1C1=NN(C(C)=O)C(c2ccccc2)C1 (centres undefined)	0	-4	-4	-5	0	4	3	0	6
O=C(Nc1ncccn1)c1ccc(C(F)(F)F)cc1	4	3	-1	-2	2	3	7	2	6
O=C(NC1CC1)c1ccc2c(c1)C1C3CCC(C3)C1C(c1ccccc1)N2 (centres undefined)	-1	1	3	0	-3	0	7	11	8
CC(Sc1nc(N)c(NC(=O)c2ccc(Br)o2)c(=O)[nH]1)C(=O)O (centres undefined)	5	1	-1	1	-2	5	8	5	-6
Cc1cc(C)nc(NS(=O)(=O)c2ccc(N/C=C/C(=O)c3ccc(Cl)c(Cl)c3)cc2)n1	2	-8	-1	0	-3	-1	8	0	4
CC(C)Cc1cc(C(=O)NCCN2CCOCC2)no1	5	2	3	0	-2	7	-3	3	-5
Nn1c(SCC(=O)N2CCCC2=O)nnc1-c1cccs1	-3	-2	0	-1	-2	-4	1	1	7
CCNC(=O)c1c(C)[nH]c(C(=O)OCC)c1C	-9	-3	-2	-4	0	7	1	-3	7
COc1ccccc1C(CCN(Cc1cccs1)C(C)=O)c1ccco1 (centres undefined)	-11	0	1	-2	2	12	7	-1	6
Cc1ccc(-c2noc(CN(C)C(=O)Nc3ccc(F)cc3)n2)cc1	-1	0	4	-5	3	0	3	-5	4
CCN(CC)S(=O)(=O)c1ccc(N/N=C/c2cccnc2)nc1	-5	1	-3	11	3	-1	3	7	6
C=CCn1c(SCC(=O)Nc2cc(C)on2)nnc1-c1ccccc1F	nt	-5	nt	nt	nt	-1	12	4	-3
CCC1SC2=NC(C)=C(C(=O)OCCOC)C(c3ccc(C(=O)OC)cc3)N2C1=O (centres undefined)	4	7	-1	-7	-3	0	4	5	-14
COc1ccc(CC(=O)OCC(=O)Nc2ncc(Cl)cc2Cl)cc1	1	2	-2	2	8	22	1	-2	2
O=C(COC(=O)CCCSc1nc2ccccc2[nH]1)NC(=O)NC1CCCC1	4	2	-1	-3	-3	5	5	1	-1
Cc1cccc2c(CC(=O)Nc3ccccc3)noc12	0	-1	2	-4	0	-3	5	1	-3
CCCCn1c(SCC(=O)Nc2ccc(C)c(S(=O)(=O)N3CCOCC3)c2)nnc1C(CC)N(C)C (centres undefined)	-8	-2	3	0	-2	3	-1	4	5
Cc1ccc(C(=O)N2CCN(Cc3ccc4c(c3)OCO4)CC2)cc1[N+](=O)[O-]	4	3	2	-4	0	3	4	4	2
C/C(=N\NC(=O)c1nnn(-c2nonc2N)c1CN1CCCCCC1)c1ccc(Br)cc1	7	-2	1	1	3	3	3	5	7
N#Cc1cn(CC(=O)NCC2CCCO2)c2ccccc12 (centres undefined)	-4	-2	1	-5	1	1	-3	1	0
N#CC(C(=O)NCc1ccco1)c1nc2ccccc2nc1N1CCOCC1 (centres undefined)	9	-8	-3	6	3	13	10	4	1
Cc1cc(/C=C2\SC(=Nc3ccccc3)NC2=O)c(C)n1-c1ccc(S(N)(=O)=O)cc1	-43	-13	-19	-32	-29	15	14	3	3
Cc1[nH]n(-c2ccccc2)c(=O)c1C(c1cccc([N+](=O)[O-])c1O)c1c(C)[nH]n(-c2ccccc2)c1=O	64*	64*	-2	2	6	2	7	4	16
CCOC(=O)CN1C(=O)NC2NC(=O)NC21 (centres undefined)	-3	-6	1	-4	-2	3	7	0	-1
COc1ccc(C(=O)N2CCN(S(=O)(=O)c3ccc(Br)cc3)CC2)cc1	nt	-6	0	5	nt	2	4	23	0
COc1cc(/C=N/NC(=S)N/N=C/c2cc(OC)c(OC)c(OC)c2)cc(OC)c1OC	8	-7	7	-7	-3	10	11	-6	-3
O=C(CN1C(=O)CSc2ccccc21)N1CCc2ccccc21	-4	0	2	1	-4	6	1	1	1
Cc1noc(C)c1C(=O)NCCCN1CCCC1=O	6	3	0	-4	-5	7	10	-1	-8
N#Cc1c(C(F)(F)F)cc(-c2cccs2)nc1SC(C(=O)O)c1ccccc1 (centres undefined)	-16	-6	-9	10	-11	4	3	-1	-3
CC1CCC(NC(=O)C2COc3ccccc3O2)CC1 (centres undefined)	1	7	-2	0	1	1	5	2	7
COc1ccc([N+](=O)[O-])cc1NC(=O)c1ccc(N2C(=O)CCC2=O)cc1	3	-1	1	5	0	3	-3	2	-6
N#Cc1ccc(NC(=O)CSc2nc3[nH]c(=O)cc(O)c3s2)cc1	nt	-2	-7	-6	nt	4	-1	1	-1
COc1ccc(CN([C@H](C)CO)S(=O)(=O)N(Cc2ccccc2)[C@H](CO)C(C)C)cc1	nt	0	-3	3	nt	3	10	6	3
More results follow.
SMILES	GSTO1 counter	PAD4 FP inh	LYPLA1 counter	PME-1 primary	Fam108B counter	pPAFAH FP inh	PAFAH1B3 FP inh	PAFAH1B2 FP inh	PAFAH2 FP inh
Cc1cccc(C)c1NC(=O)CNC(=O)c1c(C)nn(C)c1Cl	0	6	3	-6	5	7	2	5	-2
COc1cc(OC)cc(C(=O)N2CCCC(Nc3ccc(F)cc3)C2)c1 (centres undefined)	6	-15	-6	-8	-5	-6	17	-4	-2
CCCC1=C([O-])C2N=CC=CC2=[N+](c2ccccn2)C1=O (centres undefined)	-1	2	2	-1	2	0	10	4	3
Cc1cccc2cc(CN(CCN(C)C)C(=S)Nc3ccccc3)c(=O)[nH]c12	-2	0	4	5	-1	-1	-6	0	-4
O=C(c1ccc(COc2ccccc2[N+](=O)[O-])o1)N1CCCCC1	0	3	2	5	-1	7	6	1	3
CCCCC1(C)OC(=O)C(=Cc2ccc(-c3ccc(Cl)c(C(=O)O)c3)o2)C(=O)O1 (centres undefined)	18	2	2	-11	4	2	4	2	20
NC(=O)C1CCCN1 (centres undefined)	5	5	1	-6	6	6	10	5	3
COc1cccc(-c2csc(N3CCN(C(=O)NC45CC6CC(CC(C6)C4)C5)CC3)n2)c1	-2	-3	0	7	-4	3	1	1	-1
Cc1ccc(N(CC(=O)Nc2cccc(N(C)S(C)(=O)=O)c2)S(C)(=O)=O)cc1	4	1	-7	8	-1	2	8	2	3
CC(=O)c1cccc(NC(=O)Nc2ccc(C)cc2)c1	3	-2	-2	-8	1	4	-8	-5	-5
COCCOC(=O)c1c(NC(=O)COC(=O)c2ccc(C)o2)sc(C(N)=O)c1C	nt	2	-1	5	nt	4	-2	1	-1
O=C(c1ccc2c(c1)OCO2)N1CCN(c2ccc(C(F)(F)F)cn2)CC1	0	-4	5	-7	1	-5	5	0	-4
N#CC(c1ccc(Cl)nn1)c1c(F)cccc1Cl (centres undefined)	3	2	-3	4	0	1	-1	2	0
O=C(N/C=N/OCc1ccc(Cl)cc1Cl)NOCc1ncc(C(F)(F)F)cc1Cl	-8	-1	-4	-8	-6	14	1	2	-6
Cc1cc2cc(CNC(=S)NC3CCCCC3)ccc2[nH]1	11	-3	-1	0	0	3	7	1	3
Cc1cccc(N(C)C(=O)c2cc(S(=O)(=O)N3CCc4ccccc43)cn2C)c1	4	-2	2	9	2	5	7	10	-1
COc1ccccc1N(CC(=O)NCCSc1ccccc1)S(=O)(=O)c1ccccc1	2	3	2	1	4	8	0	6	2
COc1ccc2nc(C)cc(N/N=C/c3ccc(F)cc3)c2c1	11	0	2	4	1	9	-2	3	9
O=C(NCCOc1ccccc1)C(=O)c1c[nH]c2ccccc12	0	-1	-5	-9	-2	-1	5	-1	-1
Cc1cc(S(=O)(=O)N2CCCC2)ccc1OCC(=O)NCc1ccccc1	2	-1	-2	12	-2	5	15	12	-2
CCCC(=O)Nc1nnc(CCc2ccccc2)s1	-5	4	-1	4	4	-1	2	9	2
CC(=O)Nc1ccc(S(=O)(=O)N(C)CC(=O)Nc2ccccc2N2CCOCC2)cc1	-3	4	-1	4	4	5	6	18	2
O=C(CSc1nncn1-c1ccccc1)Nc1cccc(S(=O)(=O)N2CCCCC2)c1	4	-3	2	-6	7	-2	nt	nt	nt
CN(C)C(=O)C#Cc1ccccc1	4	-5	0	5	1	6	0	5	4
C[C@H](NS(=O)(=O)c1ccc(Cl)cc1)C(=O)OCC(=O)N1CCOCC1	nt	-4	nt	nt	nt	-2	-2	10	6
NC(=O)CSc1nnc(NC(=O)C23CC4CC(CC(C4)C2)C3)s1	-7	-5	-1	-7	-2	8	3	28*	8

Screening data: PubChem, The Scripps Research Institute Molecular Screening Center
